# Assay outcomes (PubChem)
# EPAC2 ag: EPAC2 (human) agonism; EPAC2 activation, biochemical qHTS; response scale: 100% = 6.5 mM cAMP response; 360,000 tested, 0.079% active; Q8WZA2; Potency, µM (series often up to 154 µM), for the others: at the highest dose activation, most hits filed as activators; also: nearly all actives have a fitted effect of over 50% in size
#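 qHTS, titration series. 100 nM EPAC2 / 250 nM Rap1B-BODIPY-GDP / 50 uM GDP; RT; ex 480/em 540 nm, 5-min reads to 30 min. Norm. to 6.5 mM cAMP = activation.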
# EPAC2 antag: EPAC2 (human) antagonism; Q8WZA2; EPAC2 GEF exchange of Rap1B-BODIPY-GDP, fluorescence; Potency, µM (doses to about 114 µM), for the others: top-dose activity, negative = inhibition, actives largely listed as inhibitors; 360,000 tested, 0.18% active; also: % is scaled to controls: 0 for no effect and ±100 for the full control effect; nearly all actives have a fitted effect of over 45% in size; many of its hits are not listed in these tables
# aSyn rescue: inhibitors of alpha-synuclein toxicity in yeast. Yeast expressing alpha-synuclein, growth rescue, BacTiter-Glo, 24 h. Potency, µM (doses to about 46.1 µM), without a hit: top-dose growth rescue (activation), usual class: activators. 370,000 tested, 0.14% active; also: % of control where 0% means no effect; nearly all actives have a fitted effect of over 65% in size
#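 Rescue of yeast growth: cells expressing toxic alpha-synuclein, induced in galactose at OD600 0.02, incubated with compound 24 h at 30 C. ATP luminescence quantified growth; inhibitors of toxicity appear as activators.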
# FUS suppressor: FUS proteinopathy suppression in yeast; 390,000 tested, 0.24% active; S. cerevisiae FUS-expressing, growth rescue, OD600, 24 h; Potency, µM (series often up to 76.6 µM), inactives show at the top dose growth rescue (activation), usual class: activators;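 also: plate controls were DMSO vehicle for no effect and reference control for full effect; nearly all actives have a fitted effect of over 55% in size; some results filed as inactive show a strong effect at the top dose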
#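 Absorbance at 600 nm, taken 24hr after compound addition, measured rescue of FUS-yeast growth at 30C. Induction used 2% galactose with seeding at OD 0.005. Controls: CP55940 from 92uM final, DMSO only.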
# PTHR1 agonist: activates the human parathyroid hormone receptor PTHR1 | 410,000 tested, 0.075% active | Potency, µM (highest dose often 115 µM), inactives show at the highest dose activation, most hits filed as activators | HEK293 GP2 PTHR1 cells, GloSensor cAMP luminescence, 1 h; also: nearly all actives have a fitted effect of over 55% in size; some results filed as inactive show a strong effect at the top dose; inactives centre near -15; many of its hits are not listed in these tables
#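 HEK-293-derived GP2 cells expressing PTHR1 and a GloSensor cAMP reporter, 3,000/well, plated overnight, given luciferin plus IBMX (each 0.5 mM as added) for 1 h at 37 °C, then compound for 1 h at 37 °C. Luminescence was read after 15 min at room temperature.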
# EPAC1 agonist: activates human EPAC1 exchange factor; O95398; EPAC1 agonist qHTS, biochemical assay; response scale: 100% = response to 6.5 mM cAMP; Potency, µM (doses to about 154 µM), for the others: top-dose activation, hits mostly activators; 360,000 tested, 0.073% active; AID 720707; also: nearly all actives have a fitted effect of over 60% in size
# Target sequence (O95398 whole entry, looked up): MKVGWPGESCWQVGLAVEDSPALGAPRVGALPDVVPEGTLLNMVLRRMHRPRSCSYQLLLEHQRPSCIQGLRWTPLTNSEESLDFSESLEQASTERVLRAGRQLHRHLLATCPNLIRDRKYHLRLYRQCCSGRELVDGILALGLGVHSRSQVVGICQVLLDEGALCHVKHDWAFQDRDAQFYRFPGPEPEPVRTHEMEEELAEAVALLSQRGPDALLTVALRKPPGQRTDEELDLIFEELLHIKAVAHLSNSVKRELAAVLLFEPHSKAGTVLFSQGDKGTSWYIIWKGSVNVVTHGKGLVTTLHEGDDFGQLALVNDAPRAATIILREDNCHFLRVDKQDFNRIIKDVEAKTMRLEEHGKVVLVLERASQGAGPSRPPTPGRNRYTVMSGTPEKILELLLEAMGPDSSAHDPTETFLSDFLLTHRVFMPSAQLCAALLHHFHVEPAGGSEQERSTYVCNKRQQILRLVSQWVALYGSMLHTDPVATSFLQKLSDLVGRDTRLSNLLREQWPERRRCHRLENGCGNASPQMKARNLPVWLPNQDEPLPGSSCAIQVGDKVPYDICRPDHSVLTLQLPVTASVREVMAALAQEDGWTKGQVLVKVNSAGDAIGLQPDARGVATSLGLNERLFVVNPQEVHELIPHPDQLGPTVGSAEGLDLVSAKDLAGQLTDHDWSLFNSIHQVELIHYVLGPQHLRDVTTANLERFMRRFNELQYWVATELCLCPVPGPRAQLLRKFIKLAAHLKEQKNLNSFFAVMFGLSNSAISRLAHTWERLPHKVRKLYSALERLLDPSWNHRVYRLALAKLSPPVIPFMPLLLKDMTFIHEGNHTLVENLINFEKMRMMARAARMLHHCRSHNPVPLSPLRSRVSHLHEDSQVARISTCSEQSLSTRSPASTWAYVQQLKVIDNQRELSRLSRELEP
#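 EPAC1 100 nM, Rap1B–BODIPY-GDP 250 nM, unlabeled GDP 50 uM; compound titration; 5 min RT; kinetic read ex480/em540 at 5-min intervals ×30 min; data normalized to 6.5 mM cAMP agonist control.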
# EPAC1 antagonist: antagonists of human EPAC1 | O95398 | Potency, µM (titrated, usually from 115 µM), for the others: at the top dose activity change, negative = inhibition, most hits filed as inhibitors | EPAC1 GEF assay, Rap1b-BODIPY-GDP exchange fluorescence | 360,000 tested, 0.14% active;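 also: plate controls were vehicle for no effect and positive control for full effect; nearly all actives have a fitted effect of over 50% in size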
# TDP43 rescue: rescues yeast growth from TDP-43 toxicity. TDP-43 expressing yeast growth rescue, BacTiter-Glo, 24 h. Potency, µM (top dose mostly 46.1 µM), inactives show at the top dose growth rescue (activation), usual class: activators. 410,000 tested, 1.8% active; also: % of control where 0% means no effect; nearly all actives have a fitted effect of over 50% in size
#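 Readout is BacTiter-Glo luminescence of cell growth, so inhibitors register as activators. TDP-43-expressing yeast at OD600=0.02 in galactose medium, after raffinose pregrowth to mid-log, were incubated with compound for 24 hr at 30 deg C.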
# The depositor's hits bear a star; i = inactive; u = inconclusive; x = no result given; & = joins results of further samples; [ ] = remark or other dose. Calls follow the shape of the dose curve; as a rule, active = well fitted curve in the direction sought with a large enough effect; inconclusive = small, poorly fitted or top-dose-only effect, or another doubt; inactive = no such curve, though single readings can be large; an effect the other way counts as inactive or inconclusive. Potency is read from the fitted curve at half-maximal effect. This is a subset. The share of hits here may be higher or lower than overall.
SMILES,EPAC2 ag,EPAC2 antag,aSyn rescue,FUS suppressor,PTHR1 agonist,EPAC1 agonist,EPAC1 antagonist,TDP43 rescue
COc1ccc(C(CNC(=O)c2ccc(S(=O)(=O)N3CCCC3)cc2)N(C)C)cc1OC (centres undefined),-8%,3%,0%,5%,i,2%,2%,22%[9.22 µM]
CCc1ccc2cc(C)cnc2n1,2%,3%,18%,-27%,-13%,-3%,3%,7%
CN1CCN(NC(=O)CSc2ccc(Cl)cc2Cl)CC1,9%,-3%,0%,-16%,-4%,19%,3%,7%
Cc1cc(N2C3CCC2CC(O)(c2ccc(F)cc2)C3)nc(-c2ccccc2)n1 (centres undefined),-14%,-26%,-2%,20%,i,17%,-30%,-21%
Cc1cc(-n2c(SCC(=O)Nc3ccc(F)c(F)c3)nc3n[nH]c(C)c3c2=N)ccc1Cl,6%,2%,-6%,6%,-25%,-9%,-13%,-12%
CC(=O)n1cc(N(C(=O)CCl)c2ccccc2)c2ccccc21,3%,u,9%,17%,-36%[inhibitor],-9%,-19%,-17%[1.82 µM]
CCOc1ccc(OCCC(=O)OCC(=O)N2CCN(S(=O)(=O)c3ccc(C)cc3C)CC2)cc1,4%,-2%,22%,x,-39%[inhibitor],20%,-4%,23%
C[C@@H](NCCc1ccc(O)cc1)[C@@H](O)c1ccc(O)cc1,-1%,0%,-2%&0%,-48%,-12%,-14%,14%,24%
O=C(COc1ccc2c(-c3ccccc3)cc(=O)oc2c1)NCCCN1CCOCC1,7%,5%,-6%,21%,-17%,9%,2%,1%
Cc1cccc(NC(=O)CN2C(=O)N/C(=C/c3cc(C)n(-c4cccnc4)c3C)C2=O)c1,-7%,4%,-1%,32%,-28%,-25%,u,7%
COc1ccc(NC(=O)c2nc[nH]c2C(=O)N2CCC(C)CC2)cc1,9%,6%,9%,4%,i,8%,3%,22%
C=C(c1ccccc1)c1ccccc1N,5%,-22%,-5%,-16%,i,9%,-9%,7%
CS(=O)(=O)N(CC(=O)O)c1ccc(C23CC4CC(CC(C4)C2)C3)cc1,10%,2%,-1%,7%,-21%,14%,4%,24%
CCC(NC(=O)c1ccccc1NC(=O)c1ccc(OC)cc1)C(=O)N1CCCC1 (centres undefined),6%,-1%,-7%,5%,i,11%,-8%,17%
CCN(c1ccccc1)S(=O)(=O)c1ccc(OC)c(NC(=O)c2ccco2)c1,5%,-5%,11%,43%,-28%,2%,12%,26%
O=c1c2c(-c3ccccc3)ccnc2[nH]n1-c1ccccc1,-1%,-1%,-9%,5%&-7%,-11%&-9%,12%,-2%,13%&10%
CCc1cccc(NC(=O)CS(=O)Cc2nc(-c3ccc(C)cc3)oc2C)c1 (centres undefined),2%,-17%,22%,38%,-6%,-11%,-19%,u
Cc1ccc(NC(=O)CN2C(=O)CC(C)Sc3ccccc32)c(C)c1 (centres undefined),x,x,u,2%,i,x,x,18µM*
C(=N\n1cnnc1)/c1ccc(N2CCOCC2)s1,0%,-4%,-12%,-4%,-1%[57.5 µM],-12%,1%,2%
Cc1ccccc1-n1c(-c2ccc(Cl)cc2)cnc1SCC(=O)NC1CCS(=O)(=O)C1 (centres undefined),2%,-1%,5%,x,-77%[inhibitor],0%,-9%,0%
COC(=O)NCN1C(=O)C2C3C=CC(C3)C2C1=O (centres undefined),15%,4%,15%,-44%,-21%,18%,12%,17%
COc1ccc(-c2nc(SCC(=O)Nc3cc(C)on3)n[nH]2)cc1,-3%,-6%,1%,-6%,-23%,5%,-16%,25%
COc1ccc(C(=O)Nc2ccc(C)c(S(=O)(=O)N3CCOCC3)c2)cc1S(=O)(=O)N1CCCC1,18%,6%,2%,x,-35%[inhibitor],3%,6%,14%
OCCN1CCN(c2ncnc3c2ncn3[C@H]2CN(Cc3ccncc3)C[C@@H](CO)O2)CC1,10%,9%,0%,-23%,i,12%,u,15%
Cc1ccccc1Nc1nc(N)nc(COC(=O)CC2CC3CCC2C3)n1 (centres undefined),5%,-11%,10%,x,-20%,6%,-9%,u

# Carrying on:
SMILES,EPAC2 ag,EPAC2 antag,aSyn rescue,FUS suppressor,PTHR1 agonist,EPAC1 agonist,EPAC1 antagonist,TDP43 rescue
O=C(NCc1ccc(Cl)cc1)C(=O)NCC1OCCN1C(=O)c1cccs1 (centres undefined),0%,11%,-1%,4%,i,-2%,29%,22%
O=C(Nc1ccc(F)c(F)c1)c1ccccc1-c1ccccc1,-2%,0%,1%,x,i,5%,2%,u
CN(C)CCNc1oc(COc2ccc(Cl)cc2Cl)nc1C#N,4%,-3%,4%,18%,-1%,9%,6%,-10%
CC1CCN(CCCNC(=O)C2CC(=O)N(C3CCCCCC3)C2)CC1 (centres undefined),14%,-4%,1%,21%,i,1%,4%,8%
CCSc1nnc(NC(=O)CSC2=NCCS2)s1,-1%,3%,4%,-6%,i,4%,-7%,2%
COc1ccc(C(=O)OCc2cc(=O)oc3c(C)c(C)ccc23)cc1S(=O)(=O)N1CCOCC1,-6%,11%,-1%,-44%,-54%[inhibitor],0%,5%,14%
O=C(O)c1ccccc1-c1ccccc1C(=O)Nc1cccc2ccccc12,-3%,4%,8%,24%,i,0%,-3%,6%
Cc1nnc(NC(=O)C2CCCN2C(=O)Nc2ccccc2)s1 (centres undefined),2%,-10%,1%,-4%,u,10%,-17%,-29%
C[C@@H]1CN([C@H](C)CO)C(=O)c2cc(NS(=O)(=O)c3cn(C)cn3)ccc2O[C@H]1CN(C)C(=O)Nc1ccccc1,-1%,10%,-12%,-3%,i,-7%,6%,-4%
COc1ccc(C(C)=O)cc1CSc1nnc(C)s1,2%,5%,4%,18%,i,-1%,-10%,1%
CCOC(=O)N1CCN(C(=O)CCCn2c(=S)[nH]c3ccccc3c2=O)CC1,5%,19%,-6%,0%,1%[57.5 µM],5%,7%,0%
CC(C)COc1cccc(C(=O)Nc2ccc(CN3CCOCC3)cc2)c1,9%,-6%,-5%,3%,-83%[inhibitor],-5%,-16%,3%
C[C@H](CO)N1C[C@H](C)[C@@H](CN(C)C(=O)NC2CCCCC2)Oc2c(NC(=O)C3CC3)cccc2C1=O,-1%,-3%,-2%,-12%,3%,2%,-10%,-5%
Cn1c(=O)[nH]c(=O)c2c1nc(N1CCN(CCO)CC1)n2Cc1ccccc1,3%,0%,-3%,4%,-6%,11%,12%,-22%
CC1CCN(C(=O)c2[nH]cnc2C(=O)NCc2ccc(CNC(=O)OC(C)(C)C)cc2)CC1,1%,-10%,3%,18%,-47%[inhibitor],6%,11%,4%
O=C(c1ccco1)N1CCN=C1SCc1c(F)cccc1Cl,-1%,3%,-12%,7%,-33%[inhibitor],6%,-6%,-2%
CCc1ccc2[nH]c(C(=O)N(C)c3ccc(F)cc3F)cc2c1,5%,-12%,11%,44%,i,-9%,-29%,-3%
CCOc1ccc2nnc(-c3ccc(Br)cc3)n2n1,0%,-8%,4%,6%,i,7%,-8%,-3%
COc1ccccc1NC(=O)N1CCCC1C(=O)NCCc1ccccc1 (centres undefined),2%,7%,0%,-12%,i,0%,7%,-7%
O=C(CSc1nnc(-c2cccs2)o1)N1CCc2ccccc21,-1%,17%,-2%,39%,-10%,6%,17%,16%
O=C(CNC(=O)c1ccccc1Br)Nc1cccc(S(=O)(=O)Nc2ccccc2Cl)c1,6%,-24%,1%,27%,-42%[inhibitor],4%,u,4%
O=S(=O)(NCc1cccs1)c1ccc(Cl)s1,13%,-13%,2%,-4%,15%,-3%,6%,-6%
Cc1cccc2cc(COC(=O)c3cccnc3)c(=O)[nH]c12,13%,13%,-13%,-10%,i,0%,-2%,-17%
CC(=O)NC(c1ccccc1)c1cc(Cl)c2cccnc2c1O (centres undefined),7%,40µM*,u,2%,i,-2%,1%,5%
COc1ccc(C2CC(=O)Nc3cc(OC)c(OC)cc32)cc1 (centres undefined),9%,-15%,-6%,-9%,0%,2%,3%,16%

# 6 entries already listed, ordered by formula weight, falling:
SMILES,EPAC2 ag,EPAC2 antag,aSyn rescue,FUS suppressor,PTHR1 agonist,EPAC1 agonist,EPAC1 antagonist,TDP43 rescue
Cc1cccc(NC(=O)CN2C(=O)N/C(=C/c3cc(C)n(-c4cccnc4)c3C)C2=O)c1,-7%,4%,-1%,32%,-28%,-25%,u,7%
Cc1cc(N2C3CCC2CC(O)(c2ccc(F)cc2)C3)nc(-c2ccccc2)n1 (centres undefined),-14%,-26%,-2%,20%,i,17%,-30%,-21%
CC(C)COc1cccc(C(=O)Nc2ccc(CN3CCOCC3)cc2)c1,9%,-6%,-5%,3%,-83%[inhibitor],-5%,-16%,3%
COc1ccc(C2CC(=O)Nc3cc(OC)c(OC)cc32)cc1 (centres undefined),9%,-15%,-6%,-9%,0%,2%,3%,16%
O=S(=O)(NCc1cccs1)c1ccc(Cl)s1,13%,-13%,2%,-4%,15%,-3%,6%,-6%
C(=N\n1cnnc1)/c1ccc(N2CCOCC2)s1,0%,-4%,-12%,-4%,-1%[57.5 µM],-12%,1%,2%

# (further entries)
SMILES,EPAC2 ag,EPAC2 antag,aSyn rescue,FUS suppressor,PTHR1 agonist,EPAC1 agonist,EPAC1 antagonist,TDP43 rescue
Cc1cn(CCOc2ccc(Cl)cc2)c(=O)[nH]c1=O,7%,3%,-3%,4%,i,4%,2%,0%
CCn1c(CNC(=O)COc2ccc(C(C)C)cc2)nnc1SCC(=O)Nc1cc(F)ccc1C,2%,-10%,2%,40%,i,1%,-4%,0%
Oc1cccnc1Sc1cccc(C(F)(F)F)c1,-2%,-7%,-15%,4%,-16%,4%,-3%,-14%[1.82 µM]
O=C(Cc1ccccc1)Nn1cnc2ccccc21,6%,-1%,-1%,-20%,-14%,0%,-8%,-11%
COc1cccc(OCC(=O)O/N=C(\N)c2ccc(OC)c(OC)c2)c1,4%,-2%,11%,x,-25%,2%,-7%,11µM*
Cc1noc(C)c1CSCC(=O)Nc1nc2c(F)cc(F)cc2s1,10%,-4%,-6%,x,i,-1%,u,-8%
CN1C(=O)C2(N=c3ccccc3=N2)c2ccccc21,-1%,-4%,15%,14%,i,9%,0%,11µM*
Cc1ccc(NC(=O)CSc2nc3c(c(=O)[nH]2)CN(Cc2ccc(F)cc2)CC3)cc1C,-12%,6%,6%,x,-14%,-5%,-4%,-1%
CC(C)(C)S(=O)N1Cc2cc(C(=O)NCCCN3CCOCC3)nc(-c3cccc(-c4cc5ccccc5o4)c3)c2[C@H]1CCO (some centres undefined),9%,1%,-2%,48%,-19%,4%,u,18%
